PrPC surface inh: reduces human prion protein on the cell surface; cell surface PrPC, TR-FRET read-out; inhibition, % at 13.8 µM; hit rate 0.43% among 370,000; AID 720596; in the data active means inhibition above about 24%; further: 0% = median of the test wells and 100% = reference compound wells
Rv3671c inh: Rv3671c (M. tuberculosis) protease inhibition. inhibition, % at 5.96 µM. hit rate 0.048% among 320,000. AID 2606. P9WHR9; in the data active means inhibition above about 38%;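 further: extracellular domain of Rv3671c used as enzyme; 0% = enzyme with DMSO and 100% = no enzyme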
Target sequence (P9WHR9 whole entry, looked up, the tested form may be a part): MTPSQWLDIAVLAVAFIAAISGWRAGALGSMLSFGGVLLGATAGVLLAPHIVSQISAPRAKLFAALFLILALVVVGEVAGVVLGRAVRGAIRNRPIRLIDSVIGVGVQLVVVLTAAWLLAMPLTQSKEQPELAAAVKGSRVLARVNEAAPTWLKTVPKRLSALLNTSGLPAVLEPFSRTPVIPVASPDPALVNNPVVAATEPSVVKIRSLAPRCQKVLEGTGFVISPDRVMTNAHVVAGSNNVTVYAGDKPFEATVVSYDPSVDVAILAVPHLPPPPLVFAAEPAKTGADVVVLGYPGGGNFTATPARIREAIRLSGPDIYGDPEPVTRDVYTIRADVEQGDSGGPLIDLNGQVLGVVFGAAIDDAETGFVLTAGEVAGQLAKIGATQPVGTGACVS
UGM FP inh: Mtb UDP-galactopyranose mutase inhibition; AID 504406; hit rate 0.06% among 320,000; inhibition, % at 10 µM; purified UGM, fluorescence polarization probe displacement; P9WIQ1; in the data active means inhibition above about 10%, passing the limit was not always enough; inconclusive means no clear call, values can overlap the other calls
FadD28 FP inh: M. tuberculosis FadD28 bisubstrate binding inhibition. FadD28 bisubstrate probe binding, fluorescence polarization. inhibition, % at 12.5 µM. hit rate 0.22% among 360,000; in the data active means inhibition above about 8.5%, passing the limit was not always enough; inconclusive means no clear call, values can overlap the other calls
BoNT-F LC inh: blocks Botulinum neurotoxin F light chain protease; Multiplex microsphere protease cleavage assay, flow cytometry; inhibition, % at 10 µM; hit rate 0.22% among 360,000; AID 588497; in the data active means inhibition above about 35%, passing the limit was not always enough; inconclusive means no clear call, values can overlap the other calls; further: plate controls were buffer without enzyme for full effect and enzyme alone for no effect
GDH-TPI inh: GDH-TPI coupled enzyme inhibition counter-screen; GDH-TPI coupled enzyme counterscreen, NADH absorbance; inhibition, % at 4.8 µM; hit rate 1.2% among 360,000; in the data active means inhibition above about 30%;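 further: 0% = DMSO wells and 100% = wells lacking the enzyme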
FBA Mtb inh: inhibitors of M. tuberculosis fructose-bisphosphate aldolase. inhibition, % at 1 µM. purified M. tuberculosis FBA, fluorescence read-out. hit rate 2.3% among 360,000. P9WQA3; in the data active means inhibition above about 27%;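 further: 0% = vehicle and 100% = reference inhibitor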
Target sequence (P9WQA3 whole entry, looked up): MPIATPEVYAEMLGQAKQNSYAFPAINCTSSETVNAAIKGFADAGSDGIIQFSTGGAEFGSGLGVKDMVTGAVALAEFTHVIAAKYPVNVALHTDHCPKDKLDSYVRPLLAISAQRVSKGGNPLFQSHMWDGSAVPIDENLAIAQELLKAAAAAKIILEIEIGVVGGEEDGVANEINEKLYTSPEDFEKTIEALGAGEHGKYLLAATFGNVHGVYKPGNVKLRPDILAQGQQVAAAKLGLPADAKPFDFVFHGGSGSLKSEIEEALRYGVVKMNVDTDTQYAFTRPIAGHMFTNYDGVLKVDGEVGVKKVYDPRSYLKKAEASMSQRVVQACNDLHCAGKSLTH
MazEF act: activators of E. coli MazEF toxin-antitoxin RNase; activation, % at 20 µM; AID 504720; hit rate 0.32% among 350,000; FAM/BHQ RNA-DNA oligo cleavage fluorescence, 5 h; in the data active means activation above about 50%
Target sequence (P0AE70 whole entry, looked up): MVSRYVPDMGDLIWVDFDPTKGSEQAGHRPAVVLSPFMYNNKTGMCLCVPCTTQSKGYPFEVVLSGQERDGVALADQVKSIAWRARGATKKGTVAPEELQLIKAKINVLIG
Mtb BioA inh: BioA (M. tuberculosis) enzyme inhibition. purified M. tuberculosis BioA enzyme, plate reader. inhibition, % at 9.99 µM. hit rate 0.096% among 360,000. AID 602481; in the data active means inhibition above about 40%; inconclusive means no clear call, values can overlap the other calls
* hit, by the source's call; ? = inconclusive; / = not tested or not shown.

SMILES	PrPC surface inh	Rv3671c inh	UGM FP inh	FadD28 FP inh	BoNT-F LC inh	GDH-TPI inh	FBA Mtb inh	MazEF act	Mtb BioA inh
CCc1cccc(CC)c1NC(=O)CSc1nnc(C(C)C)n1CC	0	4	0.1	0.1	1	-5	2	1	0.2
COc1cccc(N2CC(C(=O)Nc3nnc(SCCN4CCOCC4)s3)CC2=O)c1 (stereo not given)	-1	9	1.2	-2.9	-4	-6	2	-2	3.6
Cc1ccc(-c2nc3cc(NC(=O)C(C)C)ccc3o2)cc1C	4	0	-1.4	-2.2	-2	18	45*	-3	0.1
CCOc1ccc2nc3c(cc2c1)CN(CCOC)C(=NCCOC)S3	6	-9	4.7	0.9	9	11	5	-4	1.4
CCCCOC(=O)c1ccc(NC(=S)NC(=O)c2c(Cl)cnn2CC)cc1	-3	-13	-1.0	0.3	11	5	0	-4	-1.8
O=C(Nc1ccccc1)OCCNC(=O)c1cccc(Cl)c1	13	-7	2.0	-2.0	-12	11	5	-10	3.0
Nc1nc2ccc([N+](=O)[O-])cc2[nH]1	-10	2	-0.3	-0.1	-4	12	1	-4	6.0
CCC(C)C(=O)Nc1nc2c(s1)C(=O)CC(C)(C)C2 (stereo not given)	9	4	-0.8	-0.9	-7	12	0	-8	-1.4
CCc1ccc(NC(=O)CN(c2cccc(C)c2)S(C)(=O)=O)cc1	7	0	-1.9	0.3	-4	9	2	0	1.8
O=C(NCc1cccs1)c1nc(-c2cccs2)no1	-4	-3	-2.5	0.5	-3	-1	0	2	/
CC(C)(C)c1ccc(S(=O)(=O)Nc2ccc(Cc3ccncc3)cc2)cc1	28*	-6	0.7	-2.2	2	9	-3	7	1.7
CC1(Cc2ccc(F)cc2)C(=O)Nc2ccc(-c3cccnc3)cc21 (stereo not given)	9	/	/	-4.0	3	6	-2	/	-0.7
O=C(c1cccc(N2CCCC2=O)c1)N1CCN(c2ccccc2)CC1	-8	-7	2.7	-1.5	5	1	0	2	4.4
CC1CCN(C(=O)COC(=O)c2cc([N+](=O)[O-])ccc2N2CCOCC2)CC1	-18	-8	2.1	1.3	9	7	1	-3	/
O=C(c1[nH]c(C(F)(F)F)nc1-c1ccccc1)N1CCN(c2cccc(C(F)(F)F)n2)CC1	5	/	/	-1.8	-2	/	10	/	1.1
NC(=O)CC(NC(=O)Cc1cccc2ccccc12)c1ccc(NCc2ccc(F)c(F)c2)c([N+](=O)[O-])c1 (stereo not given)	-17	-30	0.2	0.8	0	21	1	14	-7.3
Cc1ccnc(NC(=O)c2cccc(NC(=O)CC3SC(N4CCCCC4)=NC3=O)c2)c1 (stereo not given)	2	-13	-0.3	-1.3	0	4	0	3	-0.8
O=C(Nc1ccccc1C(=O)NC(Cc1ccccc1)C(=O)O)c1ccccc1 (stereo not given)	2	8	3.1	-0.5	1	-5	2	-1	-1.1
CCOC(=O)c1cnc2ccc(OCC)cc2c1NCc1ccccc1	3	-1	0.9	-3.7	-9	-2	4	0	-0.6
CCOC(=O)CSc1cc(C)nc(NC(C)=O)n1	5	4	-0.4	-3.3	3	-10	1	3	-0.8
CCN(CC(=O)Nc1ccccc1C(F)(F)F)C(=O)Cc1ccccc1	-9	-9	-1.2	1.1	-15	-9	2	5	/
O=C(Nc1nnc(SCC(=O)N2CCCCC2)s1)c1ccc(F)cc1F	-3	4	-1.0	-1.0	2	-1	2	6	0.1
Cc1ccc(-c2ccc(=O)n(CC(=O)NCc3ccco3)n2)cc1	-5	4	-1.4	-0.2	-7	12	0	4	2.7
COc1cccc(NC(=O)Nc2nnc(Cc3ccccc3)s2)c1	4	-6	-1.9	-0.5	?	17	4	-6	-2.6
Nc1c(N(C(=O)Nc2ccc(Cl)c(Cl)c2)C2CCCC2)c(=O)[nH]c(=O)n1Cc1ccccc1	-3	2	0.2	-2.3	-7	2	-1	-49	-0.7

(list continues)
SMILES	PrPC surface inh	Rv3671c inh	UGM FP inh	FadD28 FP inh	BoNT-F LC inh	GDH-TPI inh	FBA Mtb inh	MazEF act	Mtb BioA inh
NC(=O)C1CCN(C(=O)/C=C/c2ccccc2[N+](=O)[O-])CC1	-10	0	1.1	-1.3	-5	18	4	-3	/
CC1CC(=O)Nc2ccccc2N1C(=O)Nc1ccccc1 (stereo not given)	3	-1	0.5	-4.0	-8	12	2	8	1.0
O=C(O)c1ccc(C=C(c2nc3ccccc3s2)c2nc3ccccc3s2)cc1	-1	-10	1.6	-8.0	3	23	0	-22	/
COc1ccc(-c2nn(-c3ccccc3)cc2/C=N/NC(=O)c2ccc(Br)o2)cc1	9	-1	0.1	-10	-4	11	-3	-2	0.4
O=C(Cc1cccc2ccccc12)Nc1c(F)cccc1F	2	-2	-4.9	-2.0	12	-1	3	3	-1.2
CC(=O)Nc1ccccc1NC(=O)c1ccc(C)cc1C	-5	7	2.0	-1.0	2	12	2	8	/
COC(=O)CCCC(=O)N1CCCC(C(=O)c2ccc(OC)cc2C)C1 (stereo not given)	5	-1	-0.1	-0.6	4	3	-1	6	/
O=C(COC(=O)C12CC3CC(CC(O)(C3)C1)C2)Nc1ccc(Cl)c(S(=O)(=O)N2CCOCC2)c1	5	0	2.2	-1.4	-14	1	-3	-14	0.9
CC(=O)Oc1ccc2nc(-c3cccs3)oc(=O)c2c1	3	-9	-2.0	-1.5	-5	9	-1	-8	/
CC1=C(C(=O)N(C)C)CC(CC(=O)NCCCN(C)C)C(=O)N1CCC1=CCCCC1 (stereo not given)	-6	/	/	0.5	-6	-2	2	10	-0.1
O=C(Nc1ccc(C(F)(F)F)cc1)c1ccc2nc[nH]c2c1	-1	-8	-1.7	-6.2	-3	-4	1	2	0.7
Cc1ccc(S(=O)(=O)N2c3ccccc3CC2C)cc1 (stereo not given)	9	12	0.1	-2.4	-2	8	3	-5	/
O=C(CCNC(=O)N1C[C@H]2C[C@@H](C1)c1cccc(=O)n1C2)Nc1ccc(F)cc1	6	-6	1.0	0.0	-17	4	2	-3	0.0
COc1ccc(-c2c(-c3ccc(OCC(=O)NN)cc3O)n[nH]c2C(F)(F)F)cc1	6	-55	0.9	-14	-16	-3	-2	-2	/
COCCCn1c(=O)c2sccc2n2c(CCCC(=O)NCc3ccccc3OC)nnc12	0	6	0.6	0.6	-1	-6	1	1	1.5
N#Cc1cnc(SCCc2ccccc2)nc1N	2	-1	-7.4	-1.3	2	-3	-4	-10	0.0
COc1cc(C2CC(c3c(C)cc(C)[nH]c3=O)=NN2c2ccccc2F)cc(OC)c1OC (stereo not given)	-1	2	-1.1	0.4	18	27	18	-23	-2.6
Cc1ccc(NC(=O)C2(N(CC(C)C)C(=O)Cn3nnnc3N)CCCCC2)cc1	-14	-5	-3.4	-0.9	?	9	-2	-3	0.7
COCc1c(C(=O)N/N=C/c2c[nH]c3ccccc23)nnn1-c1nonc1N	-3	1	2.2	1.9	10	44*	2	-13	-4.6
CCN(CC)S(=O)(=O)c1ccc(N2CCCC2)c(NC(=O)c2ccc(N3CCCC3=O)cc2)c1	-3	-2	-0.1	0.4	-4	-2	0	6	/
COc1cccc(SCC(=O)N2CCN(c3ccccc3)CC2)c1	3	5	2.6	-1.9	?	-5	-3	5	-0.1
CCC(C)(C)C(=O)Nc1ncc(S(=O)(=O)c2ccc([N+](=O)[O-])cc2)s1	-13	2	2.7	-6.1	?	-3	76*	2	0.0
O=C(Cc1cccc(NC(=O)C2CCN(C(=O)CCc3ccccc3)CC2)c1)Nc1cccc(C(=O)N2CCOCC2)c1	2	/	/	-1.9	3	5	2	-2	-2.6
O=C1Nc2cc(C(=O)NCCCN3CCOCC3)ccc2S/C1=C/c1ccccc1F	-18	-13	3.7	-1.8	-4	22	4	14	0.1
CCC(C)NC(=O)c1ccc(CSCc2ccccc2Cl)o1 (stereo not given)	-3	-10	-1.4	2.2	-17	0	0	3	1.2

Entries listed so far that contain a COOH group (two):
SMILES	PrPC surface inh	Rv3671c inh	UGM FP inh	FadD28 FP inh	BoNT-F LC inh	GDH-TPI inh	FBA Mtb inh	MazEF act	Mtb BioA inh
O=C(Nc1ccccc1C(=O)NC(Cc1ccccc1)C(=O)O)c1ccccc1 (stereo not given)	2	8	3.1	-0.5	1	-5	2	-1	-1.1
O=C(O)c1ccc(C=C(c2nc3ccccc3s2)c2nc3ccccc3s2)cc1	-1	-10	1.6	-8.0	3	23	0	-22	/

New compounds follow.
SMILES	PrPC surface inh	Rv3671c inh	UGM FP inh	FadD28 FP inh	BoNT-F LC inh	GDH-TPI inh	FBA Mtb inh	MazEF act	Mtb BioA inh
Cn1nnnc1Sc1ncnc2scc(Br)c12	-8	6	-2.5	-3.3	3	-6	16	4	-2.2
CCN(CC(=O)Nc1c(F)cccc1F)C(=O)C1(c2ccccc2)CC1	0	-4	-1.8	-2.1	6	-13	-1	-3	0.3
CCOC(=O)/C(=C/C1=CC(=C/N(C)C)/C(=O)O1)C(C)=O	-9	-6	-2.8	-1.9	36*	7	-28	-346	-13
COc1ccc(-c2nn(-c3ccccc3)cc2C(=O)NCC2CCCO2)cc1 (stereo not given)	6	-4	-0.6	0.9	0	7	1	5	2.1
O=C(CNC(=O)c1ccccc1)N/N=C/c1ccc([N+](=O)[O-])s1	-65	3	-1.1	-3.3	-3	19	-3	-2	/
O=C1C2C(C(=O)N1c1ccccc1)N1CCCN1C2c1ccccc1 (stereo not given)	-5	7	-2.5	-0.6	1	3	-4	7	1.3
Cc1cc(=O)oc2cc(OC(=O)C3CCN(C(=O)c4ccc(F)cc4)CC3)ccc12	0	6	-0.3	-1.8	/	3	148*	-6	0.5
O=C(NN=C1CCCCCCC1)c1ccc2ccccc2n1	0	-11	2.0	-4.5	-1	2	-3	12	/
Cc1ccc(-c2csc(N3CCN(c4cc5c(cc4Cl)nc(-c4ccncc4)n5CCOCCO)CC3)n2)cc1	/	-2	3.3	-3.7	-4	24	15	-7	-2.5
COc1ccc(C(=O)N2CCc3ccccc3C2)cc1S(=O)(=O)N1CCCC1	-8	/	/	-1.5	-2	15	0	3	6.8
CC1CN(S(=O)(=O)c2cccc(C(=O)OCC(=O)NCc3ccccc3)c2)CC(C)O1 (stereo not given)	-7	7	1.2	0.8	/	-1	2	6	-0.9
Oc1ccccc1C=NNc1nc2ccccc2s1	1	/	/	0.0	-3	24	3	6	-0.3
CCCCNC(=O)N(O)C1N(/N=C/c2ccccc2F)C(=S)SC1(C)C (stereo not given)	10	3	0.6	/	4	10	1	4	0.9
NC(=O)c1ccsc1NC(=O)CSc1nnc(C2CC2)n1Cc1ccccc1	-5	2	1.5	-1.4	-13	1	3	3	1.6
O=C(CNS(=O)(=O)c1ccc(Br)s1)NCCc1ccc(Cl)cc1	4	-8	-0.1	0.4	-18	-4	0	14	-0.2
COc1cc(Cl)c(C)cc1NCC(=O)Nc1cccc(S(=O)(=O)N2CCCC2)c1	6	-2	-0.6	-0.8	-2	6	2	7	2.6
CCCS(=O)(=O)c1c(S(=O)(=O)CCC)c2ccc(C(N)=O)cn2c1C(=O)c1ccccc1	2	/	3.1	-3.0	-17	0	-1	0	1.2
COc1cccc(C2=NOC(C(=O)Nc3cccnc3Cl)C2)c1OC (stereo not given)	4	-1	-1.2	-0.2	0	-2	6	0	/
O=c1[nH]c(C2CCCN(S(=O)(=O)c3cccc(Cl)c3)C2)nc2c1nnn2Cc1ccc2c(c1)OCCO2 (stereo not given)	6	-24	-1.4	-3.2	4	7	1	2	-0.1
Nc1[nH]c(=O)ncc1F	2	4	-3.1	-4.0	-14	-15	-1	9	-1.2
COc1ccc(-n2c(=O)c3c4c(sc3n3cnnc23)CC(C)CC4)cc1 (stereo not given)	2	-1	-1.8	0.1	-3	-4	0	0	3.2
Cn1cc(P(=S)(N2CCOCC2)N2CCOCC2)cc1P(=O)(N1CCOCC1)N1CCOCC1	5	0	-1.2	-0.7	-8	2	-1	7	/

Grouped by structure: the compounds so far containing a CF3 group
SMILES	PrPC surface inh	Rv3671c inh	UGM FP inh	FadD28 FP inh	BoNT-F LC inh	GDH-TPI inh	FBA Mtb inh	MazEF act	Mtb BioA inh
O=C(c1[nH]c(C(F)(F)F)nc1-c1ccccc1)N1CCN(c2cccc(C(F)(F)F)n2)CC1	5	/	/	-1.8	-2	/	10	/	1.1
CCN(CC(=O)Nc1ccccc1C(F)(F)F)C(=O)Cc1ccccc1	-9	-9	-1.2	1.1	-15	-9	2	5	/
O=C(Nc1ccc(C(F)(F)F)cc1)c1ccc2nc[nH]c2c1	-1	-8	-1.7	-6.2	-3	-4	1	2	0.7
COc1ccc(-c2c(-c3ccc(OCC(=O)NN)cc3O)n[nH]c2C(F)(F)F)cc1	6	-55	0.9	-14	-16	-3	-2	-2	/

Screens from PubChem.
